High-throughput results: PubChem BioAssay, several laboratories
Yp Topo-I inh = Y. pestis Topo-I inhibition via cleavage products; activity, % at 10 µM; Y. pestis Topo-I cleavage product accumulation, plate reader; AID 504884; hit rate 0.064% among 360,000; in the data active = activity above about 50%, passing the limit was not always enough; also: inactives centre near 2
FBA Mtb inh = inhibitors of M. tuberculosis fructose-bisphosphate aldolase. P9WQA3. purified M. tuberculosis FBA, fluorescence read-out. inhibition, % at 1 µM. hit rate 2.3% among 360,000; in the data active = inhibition above about 27%;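 also: 0% = vehicle and 100% = reference inhibitor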
GDH-TPI inh = counter-screen for M. tuberculosis FBA inhibitors: GDH-TPI coupled enzymes; GDH-TPI coupled enzyme counterscreen, NADH absorbance; inhibition, % at 4.8 µM; hit rate 1.2% among 360,000; AID 588335; in the data active = inhibition above about 30%;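 also: 0% = DMSO wells and 100% = wells lacking the enzyme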
BioA inh = blocks M. tuberculosis BioA enzyme activity. purified M. tuberculosis BioA enzyme, plate reader. inhibition, % at 9.99 µM. hit rate 0.096% among 360,000. AID 602481; in the data active = inhibition above about 40%
FadD28 FP inh = blocks FadD28 binding to the bisubstrate probe | fluorescence polarization | inhibition, % at 12.5 µM | hit rate 0.22% among 360,000 | AID 588549; in the data active = inhibition above about 8.5%, passing the limit was not always enough
BH1578 lux ind = inducers of Vibrio cholerae quorum light production without autoinducers | V. cholerae BH1578 lux reporter, luminescence, 6 h | hit rate 0.16% among 350,000 | activation, % at 18.7 µM; in the data active = activation mostly above about 9.7%, no sharp cut-off; also: not every result past the cut was called active; inactives centre near 0; reference of the scale not given here
PfHsp40 rescue = rescue of PfHsp40-mediated yeast toxicity; S. cerevisiae expressing PfHsp40, growth rescue, ATP luminescence; growth rescue, % at 12.5 µM; hit rate 0.68% among 340,000; AID 504582; in the data active = growth rescue above about 28%, passing the limit was not always enough;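 also: yeast W303a lacking pdr1 and pdr3 grown in galactose medium; growth measured after three days at 30 °C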
TcdB inh = blocks C. difficile toxin B glycohydrolase activity. P18177. TcdB glycohydrolase enzymatic assay, plate reader. inhibition, % at 9.99 µM. hit rate 0.24% among 350,000. AID 652162; in the data active = inhibition above about 10%
Target sequence (P18177 whole entry, looked up): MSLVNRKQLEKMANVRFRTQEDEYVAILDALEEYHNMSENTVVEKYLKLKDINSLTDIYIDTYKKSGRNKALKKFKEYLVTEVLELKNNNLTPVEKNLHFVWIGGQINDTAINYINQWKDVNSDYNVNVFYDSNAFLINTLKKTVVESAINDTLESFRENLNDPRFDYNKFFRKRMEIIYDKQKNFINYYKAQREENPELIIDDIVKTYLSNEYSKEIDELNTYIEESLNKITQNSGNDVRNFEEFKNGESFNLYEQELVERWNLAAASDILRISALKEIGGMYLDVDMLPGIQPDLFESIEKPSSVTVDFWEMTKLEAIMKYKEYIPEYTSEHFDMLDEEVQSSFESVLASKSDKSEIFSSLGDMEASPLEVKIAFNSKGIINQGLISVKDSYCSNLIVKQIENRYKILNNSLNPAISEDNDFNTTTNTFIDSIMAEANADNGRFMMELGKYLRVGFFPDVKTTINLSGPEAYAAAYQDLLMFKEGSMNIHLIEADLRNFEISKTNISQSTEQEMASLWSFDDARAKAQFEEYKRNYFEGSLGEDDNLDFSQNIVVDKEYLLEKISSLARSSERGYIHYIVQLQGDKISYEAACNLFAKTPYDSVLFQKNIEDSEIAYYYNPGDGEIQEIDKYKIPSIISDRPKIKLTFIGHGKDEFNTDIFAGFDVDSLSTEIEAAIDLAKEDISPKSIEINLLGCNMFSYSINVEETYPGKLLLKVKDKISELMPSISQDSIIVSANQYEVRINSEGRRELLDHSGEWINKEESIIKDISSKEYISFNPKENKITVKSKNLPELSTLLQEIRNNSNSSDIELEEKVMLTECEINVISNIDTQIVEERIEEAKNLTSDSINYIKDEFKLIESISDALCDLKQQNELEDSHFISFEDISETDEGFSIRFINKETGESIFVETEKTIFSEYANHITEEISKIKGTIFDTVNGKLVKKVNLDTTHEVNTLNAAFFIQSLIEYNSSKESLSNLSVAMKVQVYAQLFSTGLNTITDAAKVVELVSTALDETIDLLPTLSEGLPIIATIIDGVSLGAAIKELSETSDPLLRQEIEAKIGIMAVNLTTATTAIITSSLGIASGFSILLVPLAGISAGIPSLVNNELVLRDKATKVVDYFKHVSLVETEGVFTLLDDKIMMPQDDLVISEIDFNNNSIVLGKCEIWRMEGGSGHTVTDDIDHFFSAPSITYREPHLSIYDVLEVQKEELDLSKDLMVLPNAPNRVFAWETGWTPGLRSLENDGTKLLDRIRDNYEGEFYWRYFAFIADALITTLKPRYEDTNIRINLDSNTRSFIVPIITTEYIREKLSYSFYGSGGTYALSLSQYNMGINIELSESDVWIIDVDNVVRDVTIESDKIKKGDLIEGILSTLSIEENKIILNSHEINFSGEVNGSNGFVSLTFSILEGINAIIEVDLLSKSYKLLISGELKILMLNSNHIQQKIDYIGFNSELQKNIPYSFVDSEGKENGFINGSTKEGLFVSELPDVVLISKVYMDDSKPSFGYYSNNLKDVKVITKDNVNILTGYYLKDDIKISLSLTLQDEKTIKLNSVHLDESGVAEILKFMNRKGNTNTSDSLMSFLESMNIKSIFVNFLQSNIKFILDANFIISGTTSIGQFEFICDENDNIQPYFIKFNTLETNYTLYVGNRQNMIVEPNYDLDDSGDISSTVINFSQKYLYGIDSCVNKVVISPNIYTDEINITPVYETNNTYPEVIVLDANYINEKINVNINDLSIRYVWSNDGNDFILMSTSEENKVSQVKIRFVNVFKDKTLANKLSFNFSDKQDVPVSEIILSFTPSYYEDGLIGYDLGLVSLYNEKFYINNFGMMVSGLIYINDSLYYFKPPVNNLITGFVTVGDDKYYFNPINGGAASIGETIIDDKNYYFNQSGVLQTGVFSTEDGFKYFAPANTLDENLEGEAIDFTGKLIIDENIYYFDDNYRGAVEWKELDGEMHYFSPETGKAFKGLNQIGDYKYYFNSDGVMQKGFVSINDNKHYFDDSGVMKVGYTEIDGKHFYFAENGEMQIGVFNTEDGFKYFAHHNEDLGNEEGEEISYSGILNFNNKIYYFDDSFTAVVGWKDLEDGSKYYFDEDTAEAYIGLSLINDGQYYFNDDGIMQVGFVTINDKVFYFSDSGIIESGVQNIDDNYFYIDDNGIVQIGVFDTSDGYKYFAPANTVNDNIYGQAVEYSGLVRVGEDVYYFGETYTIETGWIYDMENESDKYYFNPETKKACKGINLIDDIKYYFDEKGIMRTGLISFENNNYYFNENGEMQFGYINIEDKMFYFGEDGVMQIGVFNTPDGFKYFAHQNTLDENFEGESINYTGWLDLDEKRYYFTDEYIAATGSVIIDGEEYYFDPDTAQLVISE
Mtb UGM inh = inhibitors of M. tuberculosis UDP-galactopyranose mutase. P9WIQ1. purified UGM, fluorescence polarization probe displacement. inhibition, % at 10 µM. hit rate 0.06% among 320,000; in the data active = inhibition above about 10%, passing the limit was not always enough
Active calls of the source: *; i = inactive; nt = not tested or not shown; + = active, no number; & = joins results of further samples.

Every second line gives: Yp Topo-I inh, FBA Mtb inh, GDH-TPI inh, BioA inh, FadD28 FP inh, BH1578 lux ind, PfHsp40 rescue, TcdB inh, Mtb UGM inh
1) O=C(CN(Cc1ccco1)C(=O)c1cc(=O)[nH]c2ccccc12)Nc1ccccc1C(F)(F)F
→ 8, 1, 19, 0.4, 0.8, -3.0, 1.0, nt, -1.6
2) CCn1ncc(CN2CCCC(CNC(=O)c3ccc(F)cc3)C2)c1C (configuration not stated)
→ -14, -3, -3, nt, -2.8, 0.6, 0.7, 0.8, -1.1
3) O=c1c2ccccc2sc2ccc(NCCCN3CCOCC3)cc12
→ 2, 7, 2, -0.5, 1.3, i, -0.6, 2.6, -0.8
4) Cc1ccc(NC(=O)CS(=O)CC(=O)N(C(C)C(=O)NC2CCCCC2)C(C)(C)C)cc1 (configuration not stated)
→ 12, 3, 6, nt, -1.4, -0.4, 0.6, 0.8, 1.9
5) COc1ccc(-c2noc(CCCC(=O)NC3CCCCC3)n2)cc1OC
→ 4, 1, -2, -1.5, -1.1, -0.3, -0.9, 0.8, 2.2
6) COc1ccc(C(=O)N/N=C/c2ccccc2C(=O)O)cc1OC
→ -5, 1, 18, -2.2, -1.3, -0.4, -1.2, -1.4, -2.6
7) Cc1nn(Cc2ccccc2)c(C)c1/C=N/NC(=O)c1ccncc1
→ -2, -5, -6, 1.4, -4.6, -0.3, -0.1, -0.4, -1.6
8) CCN1CCc2nc(NC(=O)Cc3ccc4c(c3)OCCO4)sc2C1
→ 1, 0, 17, 0.1, -3.6, -0.3, -0.2, nt, 3.4
9) CC(C)n1nc(C(=O)Nc2nnc(C3CC3)s2)c2ccccc2c1=O
→ 9, 2, 5, nt, -0.2, -0.3, 0.2, -0.3, 6.1
10) CCn1cc(Br)c(-c2nc3ccccc3c(=O)n2N)n1
→ 6, 1, -2, -1.2, -4.2, -0.5, -0.7, nt, -2.0
11) CC(=O)Nc1ccc(N/C=C/C(=O)C(C)(C)C)cc1
→ -3, 2, 42*, -0.4, -1.3, -0.4, 0.5, nt, -2.9
12) CCN1CCN(C(=O)c2cc3cc(Cl)ccc3[nH]2)CC1
→ -1, 3, -11, 0.5, -5.3, 0.7, 0.4, 1.2, -3.8
13) C/C(=N/n1cnnc1)c1cccnc1
→ 9, -2, 6, -0.8, -2.6, 4.2, -0.8, nt, -0.4
14) C[C@@H]1CN([C@H](C)CO)C(=O)CCCn2cc(nn2)CO[C@H]1CN(C)C(=O)Nc1ccccc1C(F)(F)F
→ 2, 0, 0, 0.9&0.8&-1.6, -2.5, -0.4, nt, 0.5&0.8&0.0, nt
15) CCOC(=O)c1c(C)nc2c(c1-c1cc(OC)ccc1OC)C(=O)c1ccccc1-2
→ 4, 1, -1, -1.0, -0.9, i, 2.5, 0.9, -1.9
16) O=C(Nc1cc(Cl)cc(Cl)c1)c1ccc(Cn2c(=O)[nH]c3ccsc3c2=O)cc1
→ 4, -2, 4, -0.4, -3.7, -0.5, -1.5, nt, 3.2
17) CCOc1ccccc1CN1C(=O)c2ccccc2C1C(=O)NC(C)CC (configuration not stated)
→ 6, 1, 6, nt, -3.0, i, 1.0, nt, -0.3
18) CCOc1cc(/C=N/N=C/c2ccc(O)c(OCC)c2)ccc1O
→ -3, -4, 26, 0.7, -3.2, -0.3, -1.0, -2.1, -1.2
19) O=C(Oc1ccc(OC(=O)c2ccco2)c(S(=O)(=O)c2ccc(Cl)cc2)c1)c1ccco1
→ 17, 0, 10, nt, 1.7, -0.3, 0.3, nt, -0.1
20) COc1ccc([N+](=O)[O-])cc1N(CC(O)CN(C)C)S(=O)(=O)c1ccc(C)cc1 (configuration not stated)
→ -15, -4, -2, nt, -3.5, -0.2, -0.2, -0.9, -1.8
21) CC(=O)NCCNc1nc2c(-c3ccccc3)nnn2c2ccccc12
→ 3, 21, 14, nt, -2.7, -1.1, -1.1, 1.0, 1.6
22) CCOC(=O)c1c(-c2ccccc2)csc1NC(=O)CSc1nc(C)cc(C)n1
→ 26, 2, -2, -0.9, -0.8, 0.8, 1.7, -0.1, -2.0
23) CCOc1ccccc1N1C(=O)NC(=O)/C(=C/c2ccc3c4c(cccc24)CC3)C1=O
→ -10, 38*, 24, -1.9, 1.9, i, 0.3, nt, -4.1
24) COc1ccccc1N1CCN(C(CNS(=O)(=O)c2cccs2)c2cccnc2)CC1 (configuration not stated)
→ 3, -1, 4, -1.0, -2.6, -0.2, 0.6, 1.2, -1.9
25) Cc1cc(C)c(C#N)c(SCc2ccccc2C(=O)O)n1
→ -8, 6, 6, 0.8, -17, 0.0, -1.1, nt, -0.3
26) COCCn1c(SCC(=O)Nc2ccc(C)cc2)nc2c(oc3ccccc32)c1=O
→ 3, 2, 3, nt, -1.2, -0.2, -0.5, nt, -0.7
27) CC(Sc1ncnc2sccc12)C(=O)Nc1ccc(S(=O)(=O)N2CCOCC2)cc1 (configuration not stated)
→ 32, -1, 8, 0.5, -0.9, -0.5, 1.2, 0.9, nt
28) O=C(O)[C@@H]1CCCN1C(=O)c1ccco1
→ 2, 0, 5, 2.8, 0.1, 3.0, -1.3, 1.1, -0.8
29) CCOC(=O)[C@@H]1[C@H]2COc3cc(OC)ccc3[C@@H]2N2C(=O)N(c3ccc(C)cc3)C(=O)[C@]12C
→ 17, 0, 11, -0.6, 0.2, i, 1.5, 1.5, -7.0
30) COC(=O)C1CCN(C(c2cc(OC)c(OC)c(OC)c2)c2sc3nc(C)nn3c2O)CC1 (configuration not stated)
→ 4, 3, 11, -0.4, -0.5, -0.6, 1.1, 7.3, 0.9
31) CN(C(=O)c1cccc(NC(=O)c2cccs2)c1)c1ccccc1
→ 2, 2, 4, 7.7, -2.9, -0.6, -1.0, 0.7, 3.6
32) CCCC(C)c1nnc(NC(=O)CCS(=O)(=O)c2ccccc2)s1 (configuration not stated)
→ -2, 0, -3, nt, nt, -0.2, -0.1, -1.3, 0.4
33) CN(C)c1ccc(-c2nc3ccccc3n2C)cc1
→ 0, +, 18, 0.3, -1.2, i, -1.9, nt, -2.5
34) Cc1cc(C)c(S(=O)(=O)Cc2ccccc2)c(Cl)n1
→ 5, 1, -11, -0.6, -4.6, 0.6, -0.5, 2.0, -0.1
35) Cc1cc(C)n(-c2nc(C)nc3sc4c(c23)CCC(C)C4)n1 (configuration not stated)
→ -2, 6, -2, -1.1, -3.9, -0.1, 0.2, nt, 0.8
36) O=[N+]([O-])c1ccccc1S(=O)(=O)Nc1ccc(S(=O)(=O)N2CCCC2)cc1
→ 2, 2, -4, -1.7, -1.4, 1.5, -0.9, -1.3, 3.1
37) Clc1ccccc1CN1CCN(/N=C/c2ccncc2)CC1
→ 2, 2, -1, nt, -3.5, 0.6, 1.1, 1.1, 0.2
38) C=CCn1c(CCCNC(=O)C(C)(C)C)nc2ccccc21
→ 2, 0, -2, 0.2, -4.4, -0.2, -0.3, 2.6, 2.6
39) Cc1ccnc(SCc2cc(=O)c(OC(=O)c3cc([N+](=O)[O-])ccc3Cl)co2)n1
→ -7, 2, -2, nt, -1.2, 2.6, -0.8, 0.4, 1.7
40) CC(=O)c1c(O)n(-c2cccc(Cl)c2)c(=O)[nH]c1=O (tested in a mixture with another compound)
→ 1, 1, -2, nt, -1.4, -0.5, 0.1, -0.6, 1.8
41) COc1cccc(NC(=O)CN(C)C(=O)Cc2cccc3ccccc23)c1
→ 6, 0, -3, 1.4, -3.3, 0.3, -0.2, 1.9, -0.9
42) CCOc1ccc(NC(=S)N2CCN(S(=O)(=O)c3ccccc3)CC2)cc1
→ 12, 2, 0, 1.0, 0.3, -1.1, -1.0, 1.4, -1.3
43) COc1ccccc1NS(=O)(=O)c1cc(NC(=O)CC(C)(C)C)ccc1N1CCOCC1
→ -1, 2, 7, 0.0, -3.2, -0.5, 0.2, 2.2, 2.2
44) CC(C)(C)SCCNC(=O)/C=C/c1ccccc1
→ -4, 1, 10, -1.3, 0.0, i, nt, -2.0, 1.9
45) CCCc1cc(=O)[nH]c(/N=C(\N)Nc2ccccc2)n1
→ -9, 2, -5, -1.9, -1.9, 0.4, 4.5, 0.1, 0.9
46) CC(C)Cn1nc(NS(=O)(=O)c2cccc3nonc23)c2cc3ccccc3nc21
→ -2, -8, 12, -0.8, 2.7, -0.4, 0.7, 2.0, -4.1
47) Cc1cc(C)nc(NC(=O)Nc2ccc3c(c2)OCO3)c1
→ -2, 3, 10, -1.8, -2.2, i, -1.2, 1.0, -1.1
48) O=C(CN1CCN(S(=O)(=O)c2ccc(Cl)cc2)CC1)c1ccc(O)c(O)c1
→ -5, -1, 19, -1.0, -0.4, i, -1.7, nt, -0.7
49) CC1(C)Oc2ccc3ccc(=O)oc3c2CC1O (configuration not stated)
→ 0, 78*, 27, 0.3, -1.4, i, -0.5, 0.3, 1.0
50) Cc1ccc(C(=O)Nc2ccccc2C(=O)NC(C(=O)O)C(C)C)cc1 (configuration not stated)
→ -2, 2, 3, -1.5&0.7, -0.6, 8.3, 0.3&-1.5, nt, nt
51) CSc1ccc(S(=O)(=O)Nc2c(C)n(C)n(-c3ccccc3)c2=O)cc1
→ 2, -2, -1, 0.3, -3.9, -1.2, 1.6, 0.3, 2.1
52) CSc1ccccc1NC(=O)c1ccccc1N(C)S(C)(=O)=O
→ -1, -2, -4, 0.0, -1.2, i, 0.9, nt, 0.7
53) CCS(=O)(=O)N1CCC(NC(=O)C(Cc2cc(OC)ccc2OC)NC(C)=O)CC1 (configuration not stated)
→ -8, -1, -6, -1.7, -3.5, -0.2, 0.1, 1.0, -0.8
54) Cc1ccc(N2C(=O)C3NN=C(C(=O)OCc4ccccc4)C3C2=O)cc1 (configuration not stated)
→ -3, 0, 10, nt, -1.1, i, -0.6, nt, 2.4
55) CCC(C)(C(=O)NC1CCCCC1)N(C(=O)C1CCC(=O)N1)c1ccccc1 (configuration not stated)
→ 3, -2, 3, -0.3, -1.2, i, -0.7, nt, -1.9
56) CCOC(=O)CCCNC(=O)COC(=O)[C@@H]1CCCN1S(=O)(=O)c1ccc(Cl)cc1
→ 6, 0, 5, -0.3, 0.4, i, -0.9, nt, 1.8
57) Cc1cc(NC(=O)COC(=O)c2c(Cl)cccc2Cl)no1
→ 1, -1, 8, -0.6, -0.6, i, 2.2, 1.0, -2.0
58) CC1S/C(=C(\C#N)C(N)=O)N(c2ccc(F)cc2)C1=O (configuration not stated)
→ 4, 3, -3, 3.7, -1.4, i, -0.6, nt, 3.1
59) COc1ccc2nc(NC3=NC(c4ccccc4)CC(=O)N3)nc(C)c2c1 (configuration not stated)
→ 8, 22, 3, nt, -2.2, 0.8, 0.6, -0.8, -0.3

Record cards, as listed above. Screens in order: Yp Topo-I inh, FBA Mtb inh, GDH-TPI inh, BioA inh, FadD28 FP inh, BH1578 lux ind, PfHsp40 rescue, TcdB inh, Mtb UGM inh
Profile of CC1(C)Oc2ccc3ccc(=O)oc3c2CC1O (configuration not stated) = 0, 78*, 27, 0.3, -1.4, i, -0.5, 0.3, 1.0
Profile of Cc1cc(C)c(S(=O)(=O)Cc2ccccc2)c(Cl)n1 = 5, 1, -11, -0.6, -4.6, 0.6, -0.5, 2.0, -0.1
Profile of COc1ccc2nc(NC3=NC(c4ccccc4)CC(=O)N3)nc(C)c2c1 (configuration not stated) = 8, 22, 3, nt, -2.2, 0.8, 0.6, -0.8, -0.3
Profile of CCCC(C)c1nnc(NC(=O)CCS(=O)(=O)c2ccccc2)s1 (configuration not stated) = -2, 0, -3, nt, nt, -0.2, -0.1, -1.3, 0.4
